Apaf-1 inh: inhibitors of human Apaf-1 apoptosome, primary screen, biochemical, DEVD-Rh110 fluorescence, uHTS. Apoptotic protease-activating factor 1 (Homo sapiens), O14727. reconstituted apoptosome caspase-3 activity. inhibition, % at 20 µM. hit rate 0.71% among 330,000. AID 489030, 2010; active = inhibition of at least 40% at 20 µM;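 also: plate controls were DMSO wells for no effect and DEVD-CHO caspase inhibitor wells for full effect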
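Material: cell-free apoptosome with Apaf-1, procaspase-3 and caspase-9; Buffer or medium: Hepes pH 7.5 with detergent and BSA; Reagent: cytochrome c trigger plus (Z-DEVD)2-Rh110 caspase-3 substrate; Times: compound with Apaf-1, dATP, procaspase-3 30 min, then 50 min reaction, room temperature; Technique: Rh110 fluorescence intensity.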
SENP7 inh: SENP7 protease inhibitors, primary screen, biochemical, luminescence, uHTS | Sentrin-specific protease 7 (Homo sapiens), Q9BQF6 | recombinant SENP7, Z-RLRGG-aminoluciferin luminescence, 40 min | inhibition, % at 5 µM | hit rate 1.5% among 330,000;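 active = inhibition above about 50% at the single test dose, limit read from the data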;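 also: plate controls were DMSO with enzyme for no effect and no enzyme buffer wells for full effect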
SENP8 block-1: SENP8 protease inhibitors, primary screen, biochemical, luminescence; Sentrin-specific protease 8 (Homo sapiens), Q96LD8; purified SENP8, Z-RLRGG-aminoluciferin cleavage; inhibition, % at 10 µM; hit rate 1.2% among 330,000; AID 2540, 2010; in the data active = inhibition above about 50%
Target sequence (Q96LD8 whole entry, looked up): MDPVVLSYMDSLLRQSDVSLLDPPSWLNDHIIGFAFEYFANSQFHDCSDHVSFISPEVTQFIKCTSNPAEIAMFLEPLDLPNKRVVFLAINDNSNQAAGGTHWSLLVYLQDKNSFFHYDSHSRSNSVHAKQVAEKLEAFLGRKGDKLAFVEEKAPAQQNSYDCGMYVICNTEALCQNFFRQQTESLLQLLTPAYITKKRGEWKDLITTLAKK
PfGluPho inh: PfG6PD enzyme inhibitors, primary screen, biochemical, fluorescence intensity, uHTS; glucose-6-phosphate dehydrogenase-6-phosphogluconolactonase (Plasmodium falciparum 3D7); PfGluPho enzyme, NADPH resazurin-diaphorase fluorescence; inhibition, % at 20 µM; hit rate 0.78% among 350,000; AID 504690, 2011;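 active = inhibition reaching at least a set limit at 20 µM in the primary screen, cut at about 59% in these data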;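 also: 0% = DMSO wells with substrate and 100% = DMSO wells lacking glucose-6-phosphate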
SENP1 inh: human SENP1 catalytic domain inhibitors, primary screen, biochemical, FRET, uHTS; Sentrin-specific protease 1 (Homo sapiens), Q9P0U3; recombinant SENP1 catalytic domain, CyPet-SUMO1-YPet FRET cleavage; inhibition, % at 10 µM; hit rate 0.21% among 360,000; AID 624204, 2012;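 active = inhibition at least 30% at 10 µM, raw YFP signal under a set limit, fluorescence ratio 0.5 to 1.5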;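 also: 0% = enzyme with DMSO and 100% = no enzyme wells; some results filed as inactive read as strong as hits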
Target sequence (Q9P0U3 419-644 limits assumed): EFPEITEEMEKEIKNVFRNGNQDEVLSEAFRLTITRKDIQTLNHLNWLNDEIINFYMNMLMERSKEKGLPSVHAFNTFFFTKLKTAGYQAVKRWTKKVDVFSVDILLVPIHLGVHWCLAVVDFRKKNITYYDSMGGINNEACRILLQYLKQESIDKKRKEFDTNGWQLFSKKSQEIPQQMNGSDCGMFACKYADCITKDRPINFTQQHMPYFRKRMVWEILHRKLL
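Assay system – human recombinant His6-tagged SENP1 catalytic domain enzyme · Input – SENP1 enzyme, 20 pM final · Buffer or medium – Tris pH 8 buffer plus EDTA, NaCl, BME, BSA, NP40, catalase · Schedule – 50 min reaction at room temperature · Technique – FRET read of cyan and yellow fluorescence · Control set – no-enzyme wells low, DMSO-plus-enzyme wells high control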
SENP8 block-2: human SENP8 protease inhibitors, primary screen, biochemical, fluorescence, Nedd8 protein substrate, uHTS; Sentrin-specific protease 8 (Homo sapiens), Q96LD8; AID 602440, 2012; hit rate 0.64% among 360,000; inhibition, % at 20 µM; recombinant SENP8; in the data active = inhibition mostly above about 40%, no sharp cut-off; inactive = mostly below about 27%
HKDC1 inhibitor: HKDC1 hexokinase inhibitors, primary screen, biochemical, fluorescence, uHTS; Q2TB90; recombinant HKDC1, G6PDH/diaphorase resazurin coupled fluorescence; inhibition, % at 20 µM; hit rate 0.16% among 340,000; AID 493160, 2011;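 active = inhibition above about 35% when tested at 20 µM, limit read from the data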;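 also: plate controls were DMSO wells with enzyme for no effect and DMSO wells lacking enzyme for full effect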
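System: Recombinant HKDC1 hexokinase | Amount: HKDC1 at 5 µg/mL | Reagent: Glucose with 1 mM ATP | Doses: Single 20 µM dose | Incubation: Reaction time 90 min, room temperature, protected from light | Signal: Coupled resazurin fluorescence, excitation 525 nm, emission 613 nm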
SENP6 block: SENP6 protease inhibitors, primary screen, biochemical, luminescence, uHTS. Sentrin-specific protease 6 (Homo sapiens), Q9GZR1. Recombinant SENP6 catalytic domain, aminoluciferin luminescence. inhibition, % at 10 µM. hit rate 1.8% among 330,000;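 active = inhibition above about 50% at the single tested dose, limit read from the data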;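 also: plate controls were DMSO wells with enzyme for no effect and DMSO wells lacking enzyme for full effect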
Target sequence (Q9GZR1 628-1112 limits assumed): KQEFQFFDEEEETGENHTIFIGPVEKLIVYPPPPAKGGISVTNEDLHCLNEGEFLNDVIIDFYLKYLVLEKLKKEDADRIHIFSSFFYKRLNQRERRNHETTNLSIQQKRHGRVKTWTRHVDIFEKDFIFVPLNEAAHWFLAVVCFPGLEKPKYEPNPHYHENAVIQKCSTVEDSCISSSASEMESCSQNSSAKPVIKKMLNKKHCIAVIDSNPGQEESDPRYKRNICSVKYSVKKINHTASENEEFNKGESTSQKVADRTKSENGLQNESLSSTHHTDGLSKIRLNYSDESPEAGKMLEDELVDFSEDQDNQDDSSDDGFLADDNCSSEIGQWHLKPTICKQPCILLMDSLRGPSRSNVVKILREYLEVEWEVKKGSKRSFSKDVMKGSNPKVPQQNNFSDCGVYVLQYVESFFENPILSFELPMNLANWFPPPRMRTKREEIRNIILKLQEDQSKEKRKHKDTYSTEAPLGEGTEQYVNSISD
* = called active by the depositor; nt = not tested or not shown.

smiles	Apaf-1 inh	SENP7 inh	SENP8 block-1	PfGluPho inh	SENP1 inh	SENP8 block-2	HKDC1 inhibitor	SENP6 block
C=CCOc1ccc(/C=C/C(=O)OC(C)C(=O)Nc2ccc(NC(C)=O)cc2)cc1 (stereo not drawn)	-10.9	-4.1	-5.9	10.1	2.0	8.1	3.8	0.3
COc1cc(C(=O)NNC(=S)NC(=O)c2ccccc2C)cc(OC)c1OC	10.4	-5.9	-11.2	-23.7	2.0	3.2	-16.7	-22.3
Cc1ccc(Oc2nc(CN3CCOCC3)nc3sc4c(c23)CCC(C)C4)cc1C (stereo not drawn)	29.8	-0.7	-13.3	24.6	0.8	7.3	1.9	-12.5
[O-][n+]1ccccc1SCc1ccccc1	3.3	-5.2	-19.3	2.2	2.5	14.1	-7.0	-14.7
Cc1ccc(NC(=O)c2ccc(S(=O)(=O)N3CCOCC3)cc2)c(C)c1	-4.8	3.3	-1.8	-20.5	-0.8	8.4	1.3	-5.8
O=C(CN1CCOCC1)n1c2c(c3ccccc31)CCCC2	-5.1	4.7	-6.0	-10.7	-1.1	9.9	-0.4	-12.4
CC12CCC(=O)N1C(C(=O)OCC(=O)Nc1sccc1C#N)CS2 (stereo not drawn)	-4.1	6.0	0.8	8.6	-9.7	-5.5	4.3	10.1
COc1ccc(CC(=O)NCc2n[nH]c(=S)n2C)cc1	-3.9	0.7	8.1	17.6	1.8	19.8	-1.9	-7.0
CCOC(=O)N1CCC(N2CCCC(C(=O)c3cc(C)c(OC)c(C)c3)C2)CC1 (stereo not drawn)	-18.8	-1.9	4.0	-3.9	0.1	12.2	-1.7	-3.9
CC(=O)c1cccc(NC(=O)c2cccc3ccccc23)c1	4.4	-0.3	-2.5	6.9	0.9	8.2	-4.3	-15.4
CCOc1ncccc1C(=O)NCc1ccccc1	3.2	-6.3	-2.5	nt	nt	nt	nt	-1.7
CCOC(=O)c1sc2nc3c(cc2c1N)C(=O)CC(C)(C)C3	4.2	-0.5	-11.1	12.4	3.3	11.9	-0.2	-15.7
O=C(NCCCN1CCC(Cc2ccccc2)CC1)C1CC(=O)N(C2CCCCCC2)C1 (stereo not drawn)	17.4	9.7	2.4	-14.9	-0.9	27.5	0.0	-16.8
Cc1ccc2nsnc2c1S(=O)(=O)NCc1ccncc1	-5.2	2.8	0.9	-26.1	1.9	18.6	-7.8	-12.0
COc1ccccc1CN1CCCCCC1	-1.1	-4.0	-8.2	-0.7	-1.0	20.7	-5.0	1.9
Cc1ccnc(NC(=O)c2cc(S(=O)(=O)NCc3ccccc3)ccc2C)c1	-3.1	-0.9	-9.2	3.6	0.5	1.4	-0.3	2.1
CCO[C@@H]1OC(C(=O)NCc2ccccc2)=C[C@H](C)[C@H]1CCCO	2.8	1.0	-2.9	-7.1	0.5	12.3	-2.4	2.6
CC(C)=Nc1ccccc1C1COC(=O)C1=N (stereo not drawn)	-8.9	-4.6	-8.7	-1.6	-7.2	-347.3	-4.0	-4.2
CCCCN(C(=O)NC(=O)Nc1ccccc1OCC)S(C)(=O)=O	8.7	1.5	-0.4	-3.5	2.2	31.0	3.2	9.4
CC(=O)c1cc(CN2CCC(C(=O)Nc3cccc(-c4cscn4)c3)CC2)cs1	10.1	-4.2	-2.8	-3.6	-0.6	4.2	3.9	-10.4
O=C(CC1CCCC1)NCCS(=O)(=O)N1CCN(c2ccc(F)cc2)CC1	2.2	6.2	-6.4	3.6	0.4	1.1	-3.3	-14.3
Cc1ccc(N2C(=O)CC(Sc3nc(-c4ccccc4)c4cc(Cl)ccc4n3)C2=O)c(C)c1 (stereo not drawn)	14.2	0.2	-9.1	0.5	2.0	-273.8	-3.9	3.9
Cc1nnc(SCc2cccc3ccccc23)n(N)c1=O	-10.1	4.7	5.5	10.9	0.0	17.0	7.8	1.2
Cc1ccc(NC(=O)NC(=O)CSc2nnnn2C)c(C)c1	-7.1	-6.5	-5.3	14.9	1.5	21.7	-14.2	-19.8
CC#CC[N+](C)(C)CC(=O)c1ccccc1	6.1	-2.9	-11.2	-10.7	-0.6	22.2	-0.2	-10.0
Cc1cccn2c(=S)[nH]nc12	nt	nt	nt	37.7	0.3	-289.5	-2.4	nt
Cc1c(NC(=O)OC(C)C)sc(=S)n1C	-9.3	6.8	4.4	-2.8	-0.7	7.4	11.3	12.2
COc1ccc(S(=O)(=O)N2CCCC2CNC(=O)C(=O)NCc2ccccc2)cc1 (stereo not drawn)	10.7	7.1	11.2	6.5	0.1	8.5	-4.0	-3.0
CSc1nc2nc3c(c(=O)n2[nH]1)CCCC3	0.7	1.8	-1.4	0.8	-0.9	15.8	-1.0	2.6
COC(=O)c1cccnc1-n1c(=O)c2cccnc2n(Cc2ccc([N+](=O)[O-])cc2)c1=O	-13.4	-1.2	-1.6	-7.4	1.7	5.9	-4.7	11.8
NCCSC1CC(=O)N(c2ccc(Cl)c(Cl)c2)C1=O (stereo not drawn)	-2.2	5.3	3.9	-1.4	3.3	5.1	4.5	13.2
Cc1ccnc(NC(=O)CCC(=O)c2cc(C)sc2C)c1	5.8	-11.0	-4.2	9.2	38.2*	4.7	1.4	-6.8
O=C(CSc1ccc(-c2ccccn2)nn1)N1CCCCC1	-10.2	10.3	2.6	-6.6	1.3	8.6	0.3	-25.9
CCC1(c2ccc(Cl)cc2)NC(=O)N(Cc2ccc(C(=O)OC)cc2)C1=O (stereo not drawn)	16.3	6.3	-1.3	-2.5	1.4	2.2	0.9	11.6
CCNC(=O)NC(=O)C(C)Oc1ccc(Br)cc1Br (stereo not drawn)	4.7	8.8	8.4	9.3	0.3	3.6	-10.3	0.9
CCCNCc1cc(OC)c(OCC(=O)Nc2ccccc2)cc1Br	-4.2	0.5	-3.3	4.2	1.5	7.2	7.1	-15.7
N#Cc1nc(Nc2cc(F)cc(F)c2)c2ncn(CC(F)F)c2n1	5.4	-0.4	-19.8	-9.2	-7.0	-156.5	10.2	0.7
Cc1cccnc1Nc1nc(-c2ccccn2)cs1	9.1	76.8*	75.1*	11.5	2.1	-8.9	-3.0	81.5*
COc1ccccc1NC1SC(=O)N(c2ccccc2)C1=O (stereo not drawn)	5.4	-3.7	1.1	-2.6	1.2	-4.0	-1.8	2.2
c1ccc(-c2ccccc2-n2cnnn2)cc1	-10.5	1.3	-12.1	11.2	2.2	12.0	-3.6	-5.3
CCc1ccc(C2C(C#N)=C(N)N(N3CCOCC3)C3=C2C(=O)CC(C)(C)C3)s1 (stereo not drawn)	-11.9	-5.4	-5.0	14.3	-15.1	-1.0	-10.5	6.1
Cc1ccc(-n2ncc3c(Nc4cccc(C(=O)O)c4)ncnc32)cc1	0.6	92.6*	90.4*	-9.5	4.0	-114.6	4.8	97.4*
COc1ccc(C2C(C(=O)O)c3ccccc3C(=O)N2Cc2ccco2)cc1 (stereo not drawn)	1.8	6.8	4.7	-10.0	0.1	22.1	-2.7	-20.4
Cc1cc(C(=O)OC(C(=O)Nc2cccc(C(F)(F)F)c2)c2ccccc2)c(C)o1 (stereo not drawn)	15.3	-4.7	-13.5	19.8	0.1	9.5	-2.7	-36.7
COc1cc2c(cc1OC)CN(C(=O)Nc1ccccc1Cl)CC2	6.0	1.9	3.3	-1.4	-2.8	-61.3	1.5	-12.4
O=C(Nc1ccccc1F)Nc1cccc2ccc(O)cc12	20.0	3.2	18.1	52.5	-6.4	-161.8	12.8	22.9
COc1cc(C(=O)NCCc2ccc(S(=O)(=O)N3CCCC3)cc2)cc(OC)c1OC	-10.3	-0.7	4.9	12.7	0.4	-0.7	-14.8	-8.0
CCN(CC(=O)Nc1ccccc1C(F)(F)F)C(=O)c1ccc2c(=O)n3c(nc2c1)CCC3	34.5	-6.9	-5.1	2.5	2.7	-70.0	-5.2	-8.9
CNC(=S)N/N=C/c1ccc(OCc2ccccc2)c(Br)c1	-4.7	1.1	-6.6	5.2	-0.3	-0.9	-9.8	-0.5
CN(Cc1ccccc1)C(=O)COC(=O)c1ccccc1Nc1ccccc1	14.9	-5.6	-12.7	5.2	-2.8	-188.9	0.8	-11.1

New compounds follow.
smiles	Apaf-1 inh	SENP7 inh	SENP8 block-1	PfGluPho inh	SENP1 inh	SENP8 block-2	HKDC1 inhibitor	SENP6 block
C/C(=N\NC(=O)CCc1ccc(S(=O)(=O)N2CCOCC2)cc1)c1ccccc1Cl	-3.2	-2.3	3.5	5.9	2.4	21.1	-2.5	-3.0
COc1ccc(NC(=O)NCCCN2CCCC2=O)c(OC)c1	-4.6	-3.8	2.0	4.9	1.4	15.8	-2.6	-13.5
O=C(Nc1ccc(CCC(=O)N2CCCC2)cc1)c1ncn[nH]1	5.9	15.4	19.8	3.9	-2.8	-1.9	2.8	16.5
COc1ccccc1CNC(=O)Cn1cnc2ccccc2c1=O	4.0	-5.2	-0.4	-11.8	3.8	13.0	-6.6	2.2
Cc1ccc(OCC(=O)N2CCN(c3nnc(-c4ccccc4)c4ccccc34)CC2)cc1	11.9	-0.3	-14.7	-1.3	2.0	13.9	4.0	-13.5
Cc1ccccc1NC(=S)N(C)Cc1cccs1	3.1	-4.2	-1.0	6.4	2.8	23.2	-8.6	-7.8
O=C(C1CCCCC1)N1CCc2ccccc21	-6.4	1.4	0.8	-8.9	0.2	12.1	-9.9	-25.5
COc1ccc(COC(=O)C2=C(C)NC(=O)NC2c2ccc(OC)cc2)cc1 (stereo not drawn)	3.4	-11.6	-7.8	-13.3	2.4	26.8	-4.6	-6.5
CC1Cc2cc(-c3csc(NC(=O)Cc4cccs4)n3)ccc2N1S(C)(=O)=O (stereo not drawn)	-1.1	0.7	4.6	-0.1	0.6	4.3	9.0	-14.2
CCN(CC)CCOC(=O)C1c2ccccc2Oc2ccccc21	-13.3	1.6	-8.0	7.2	0.9	13.3	-10.7	-43.4
O=C(CSc1ccccn1)Nc1nonc1[N+](=O)[O-]	8.9	1.7	4.9	111.8*	0.6	24.6	13.4	7.0

Printed as active in PfGluPho inh (from the list above):
| SMILES | SENP7 inh | PfGluPho inh | SENP1 inh | HKDC1 inhibitor | SENP6 block |
| --- | --- | --- | --- | --- | --- |
| O=C(CSc1ccccn1)Nc1nonc1[N+](=O)[O-] | 1.7 | 111.8* | 0.6 | 13.4 | 7.0 |
